Screens from PubChem BioAssay.
PfHsp90 yeast 2: growth inhibition of PfHsp90-expressing yeast, primary screen, antimalarial PfHsp90 inhibitor project, S. cerevisiae, BacTiter-Glo luminescence, single point, set 2. BacTiter-Glo ATP, 48 h; yeast lacking PDR1 and PDR3 efflux regulators. inhibition, % at 9.4 µM. 310,000 compounds, 0.32% hits;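 active = every replicate shows inhibition above about 80%, whatever the replicate mean, limit read from the data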;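 also: 0% = DMSO neutral controls and 100% = 20 µM radicicol positive controls; yeast relying on Plasmodium falciparum Hsp90 in place of its own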
MOR-DOR ag: agonists of OPRM1-OPRD1 heterodimerization, primary screen, cell-based, luminescence | Mu-type opioid receptor (Homo sapiens) + Delta-type opioid receptor (Homo sapiens), … | cells | activation, % at 9.3 µM | 340,000 compounds, 0.3% hits | AID 504326, 2011; in the data active = activation above about 18%;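 also: 0% = vehicle-treated cells and 100% = reference agonist; values of inactives mirror those of a sister screen read the other way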
AddAB inh: growth inhibition of E. coli expressing H. pylori AddAB, primary screen, AddAB inhibitor project, absorbance; 330,000 compounds, 0.29% hits; inhibition, % at 11.9 µM; in the data active = inhibition above about 12%;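 also: 0% = vehicle wells of infected cells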
HTR5A inv ag: HTR5A inverse agonists in luminescence cell assay, primary screen, counter-screen for OPRM1-OPRD1 heterodimer inverse agonist project, full-deck HTS; 340,000 compounds, 0.083% hits; HTR5A cell line, inverse agonism; AID 504634, 2011; inhibition, % at 9.3 µM; in the data active = inhibition mostly above about 23%, no sharp cut-off; inactive = mostly below about 18%;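 also: 0% = cells with DMSO and 100% = no-cell wells with DMSO; some compounds called inactive have numbers as strong as hits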
Target sequence (P47898 whole entry, looked up): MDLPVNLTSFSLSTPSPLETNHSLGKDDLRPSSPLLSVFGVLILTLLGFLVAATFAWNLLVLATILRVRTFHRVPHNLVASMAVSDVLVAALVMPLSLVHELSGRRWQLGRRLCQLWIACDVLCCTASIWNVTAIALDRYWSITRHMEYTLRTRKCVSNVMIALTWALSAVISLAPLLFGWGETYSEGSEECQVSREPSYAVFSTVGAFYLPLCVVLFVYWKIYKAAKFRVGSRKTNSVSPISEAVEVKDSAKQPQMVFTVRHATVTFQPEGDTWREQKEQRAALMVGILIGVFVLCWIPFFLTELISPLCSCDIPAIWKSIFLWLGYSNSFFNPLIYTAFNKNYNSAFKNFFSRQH
SUMO Mot1 rescue: yeast Mot1-301 growth rescue at high temperature, primary screen, SUMOylation pathway inhibitor project, S. cerevisiae, ATP luminescence, 38.5C | S. cerevisiae Mot1-301 growth rescue; percent above DMSO median, 100 means doubled | growth rescue, % at 18.8 µM | 320,000 compounds, 1% hits | AID 2716, 2010;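 active = every valid replicate shows activation above 250% relative to neutral control wells; inactive = the rest, any valid replicate at or below 250%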;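 also: OY570 slx delta 5 strain wells were the positive control but not used for scaling; some compounds called inactive have numbers as strong as hits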
E coli growth: E. coli V3065 growth inhibition, primary screen, counter-screen for AddAB inhibitor project, absorbance, OD600. inhibition, % at 11.9 µM. 18 h. 330,000 compounds, 0.27% hits;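 active = inhibition above the campaign's mean inhibition across all tested compounds plus 3 SD, cut at about 9.9% in these data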;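 also: uninfected addAB+ strain grown without phage in ampicillin broth; 0% = DMSO wells and 100% = ciprofloxacin 0.95 µg/ml wells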
phage Ecoli inh: growth loss of phage-infected E. coli, primary screen, RecBCD inhibitor project, absorbance, with phage, HTS; inhibition, % at 11.9 µM; 360,000 compounds, 0.26% hits; AID 651602, 2012; in the data active = inhibition above about 11%
PKA-R1A act: activators of PKA-R1A holoenzyme, primary screen, biochemical, fluorescence polarization, Cy5-IP20, bovine R1A, mouse PKAc. cAMP-dependent protein kinase type I-alpha regulatory subunit (Bos taurus) + …. PKA-R1A dissociation; scaled: DMSO 0%, 113 µM cGMP 100%. activation, % at 11.4 µM. 340,000 compounds, 0.083% hits. AID 504707, 2011;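 active = percent activation above the mean of all tested compounds plus 3 SD, cut at about 19% in these data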;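 also: higher means more PKAc released from R1A so a rise in polarization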
MOR-DOR inv ag: inverse agonists of MOR-DOR heterodimerization, primary screen, cell-based, luminescence. 340,000 compounds, 0.21% hits. cell-based MOR-DOR heterodimer luminescence, inverse agonism. AID 504357, 2011. inhibition, % at 9.3 µM. Mu-type opioid receptor (Homo sapiens) + Delta-type opioid receptor (Homo sapiens), …; in the data active = inhibition above about 22%, passing the limit was not always enough;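 also: 0% = cells with DMSO and 100% = wells without cells with DMSO; values of inactives mirror those of a sister screen read the other way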
HTR5A ag: HTR5A agonists in luminescence cell assay, primary screen, counter-screen for OPRM1-OPRD1 heterodimer agonist project, full-deck HTS | 5-hydroxytryptamine receptor 5A (Homo sapiens), P47898 | cell-based | activation, % at 9.3 µM | 340,000 compounds, 0.61% hits | AID 504692, 2011; in the data active = activation mostly above about 9.5%, no sharp cut-off; inactive = mostly below about 7.6%;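 also: 0% = cells with vehicle only and 100% = reference agonist; strong numbers were not always called active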
Pemphigus Ab inh: inhibitors of pemphigus antibody binding to DSG3, primary screen, biochemical, bead-based, flow cytometry, scFv-GFP; DSG3-coupled beads, scFv-anti-DSG3-GFP binding; active compounds read low; binding (percent of control), % at 10 µM; AID 588358, 2011; 310,000 compounds, 0.48% hits; Desmoglein-3 (Homo sapiens), P32926;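 active = binding more than 3 SD below its plate's average and above zero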;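 also: hits lower antibody fragment binding to DSG3; some compounds called inactive have numbers as strong as hits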
The depositor's hits bear a star; · = not tested or not shown.

compound,PfHsp90 yeast 2,MOR-DOR ag,AddAB inh,HTR5A inv ag,SUMO Mot1 rescue,E coli growth,phage Ecoli inh,PKA-R1A act,MOR-DOR inv ag,HTR5A ag,Pemphigus Ab inh
O=C1COc2ccc(C(=O)COC(=O)c3ccco3)cc2N1,11,-2.1,-0.7,-1,-6,-0.5,-0.8,-13,11,-3,99
Cc1ccc(Sc2ccc(C(=O)NC(C)C)cc2[N+](=O)[O-])cc1,-1,-1.1,1.9,10,-2,-1.6,2.1,-14,5,2,100
C=CCNc1nc2c(c(=O)[nH]c(=O)n2C)n1CCCCC,8,-0.7,0.9,-4,7,1.3,1.5,-16,4,-5,106
OC(CNCc1cccs1)c1ccccc1 (stereo unspecified),-21,-1.1,0.2,14,-9,-1.0,·,-11,5,-4,103
COc1cc(NC(=O)Cn2ccsc2=N)cc(OC)c1,-18,-0.4,-0.5,-4,7,-0.8,5.9,7,2,8,100
COc1ccc(CNC(=O)CN(Cc2ccccc2)C(=O)CCC(=O)Nc2ccccn2)cc1,17,-2.1,2.6,-7,-8,-2.0,4.2,-12,11,3,109
CC(C(=O)Nc1nccs1)N1C(=O)c2ccccc2S1(=O)=O (stereo unspecified),15,-0.4,1.9,-9,1,0.1,4.6,-12,2,3,103
O=C(c1nc2ccccn2c1CN1CCCC(OCc2ccccc2)C1)N1CCCC1 (stereo unspecified),-25,-1.0,2.2,-8,28,1.9,5.8,-8,6,3,103
OCC(O)C1OC(c2ccco2)OC(CO)C1O (stereo unspecified),-2,-1.9,·,0,·,·,0.2,-14,10,0,125
O=C(C[C@H]1C/C=C\C[C@@H](Cc2ccc(F)cc2)C(=O)O[C@H](c2ccccc2)CNC1=O)N[C@@H](CO)Cc1ccccc1,3,-0.7,0.6,-13,-22,-2.1,2.3,-12,4,3,102
C/C(=C\c1ccccc1)C(=O)Nc1nc2ccc([N+](=O)[O-])cc2s1,-4,-1.6,3.0,-9,-5,2.9,2.2,8,8,4,97
Cc1ccccc1NC(=O)CSCCO,4,-0.8,4.4,7,508,-0.4,3.4,-10,4,1,93
NCCNC(=O)Cc1cccc(NC(=O)Cc2ccc(Nc3ncnc4c3ncn4[C@@H]3O[C@H](CO)[C@@H](O)[C@H]3O)cc2)c1,12,0.8,-3.5,-10,-1,0.6,3.0,-10,-4,1,118
O=C(Nc1nc(-c2ccc(F)c(F)c2)cs1)c1cc([N+](=O)[O-])ccc1N1CCOCC1,20,-3.9,0.0,14,9,1.3,3.2,-4,21,-2,82
COC(=O)c1c(N)nc(C)n1-c1ccc(OC)cc1,-6,-3.0,0.6,21,-12,0.1,1.6,-8,16,-6,106
CCOc1ccc(NC(=O)CN(C)C(=O)CC2CCCCC2)cc1OCC,-2,-0.9,2.5,0,3,-0.9,6.6,-3,4,0,·
NCc1cccc(CNc2ccc([N+](=O)[O-])cc2C(N)=O)c1,5,0.1,1.4,1,-6,-1.5,-0.8,-1,0,-2,100
CCOC(=O)C1CCN(C2CCN(C(=O)c3oc4c(C)c(C)ccc4c3C)CC2)CC1,-5,-0.9,-0.6,-19,15,1.4,0.2,-12,5,4,128
O=C1CS/C(=N\c2ccccn2)N1C1CCCCC1,-28,0.1,2.0,14,-7,-0.5,1.1,9,0,-11,103
Fc1ccccc1CSc1ncnc2c1ncn2C1CCCO1 (stereo unspecified),8,-0.6,·,-15,·,·,3.0,-3,3,4,97
COc1ccc(/C=N/OCC(=O)NC(c2ccccc2)c2ccccc2)cc1OC,-2,1.6,1.3,1,-18,-0.8,0.4,-9,-8,0,97
O=C1CN(C(=O)COc2ccccc2Cl)c2ccccc2N1,8,-3.2,-1.1,-7,-13,-1.1,1.3,-5,13,3,107
O=C(c1ccc2c(=O)n(Cc3ccc(Cl)cc3)c(=S)[nH]c2c1)N1CCCC1,7,4.7,2.0,-39,-11,0.2,-1.1,-11,-25,-2,96
O=S(=O)(Nc1ccc(Br)cc1)N1CCOCC1,-27,-3.6,1.8,15,1,-1.5,2.5,2,20,2,106
O=C(CN(Cc1ccco1)C(=O)CNS(=O)(=O)c1ccc(F)cc1)NCc1ccccc1,18,0.6,2.6,-13,298*,-0.3,1.0,3,-5,4,105

Brought forward from above: four compounds; new compounds follow.
compound,PfHsp90 yeast 2,MOR-DOR ag,AddAB inh,HTR5A inv ag,SUMO Mot1 rescue,E coli growth,phage Ecoli inh,PKA-R1A act,MOR-DOR inv ag,HTR5A ag,Pemphigus Ab inh
O=C1CN(C(=O)COc2ccccc2Cl)c2ccccc2N1,8,-3.2,-1.1,-7,-13,-1.1,1.3,-5,13,3,107
O=C(c1ccc2c(=O)n(Cc3ccc(Cl)cc3)c(=S)[nH]c2c1)N1CCCC1,7,4.7,2.0,-39,-11,0.2,-1.1,-11,-25,-2,96
O=S(=O)(Nc1ccc(Br)cc1)N1CCOCC1,-27,-3.6,1.8,15,1,-1.5,2.5,2,20,2,106
O=C(CN(Cc1ccco1)C(=O)CNS(=O)(=O)c1ccc(F)cc1)NCc1ccccc1,18,0.6,2.6,-13,298*,-0.3,1.0,3,-5,4,105
CCN(CC)c1ccc(NC(=O)CN2CCN(c3nc(C)cc(C)n3)CC2)cc1,7,-1.2,5.4,-6,2,-3.7,-0.8,-4,5,2,·
Fc1ccc(/C=N/Nc2nnnn2-c2ccccc2)cc1,-16,-2.2,2.7,18,19,-1.3,3.8,-13,11,-7,104
O=C(c1cccc(C(F)(F)F)c1)C1CCCN(C(=O)CN2CCOC2=O)C1 (stereo unspecified),-19,-1.4,2.3,-35,-14,-0.5,0.1,-1,8,-2,110
COc1ccc(CC(=O)NC(C)c2ccc3ccccc3c2)cc1 (stereo unspecified),-15,-1.8,0.7,-11,-5,-2.9,0.4,6,9,5,99
O=C(CSc1nc2scc(-c3ccco3)c2c(=O)n1-c1ccccc1)N1CCOCC1,-17,-1.6,-1.3,-5,9,-0.8,4.2,-2,8,1,102
CCC1CCCCN1CCCNC(=O)c1ccc(CS(=O)(=O)c2ccccc2OC)o1 (stereo unspecified),-22,1.7,3.4,-13,-1,0.8,2.1,-5,-8,0,105
Cc1cc(C)cc(-n2nnnc2-c2cn(C)nc2C(F)(F)F)c1,5,-1.3,1.8,-37,-16,1.0,0.5,-19,8,-1,111
C=CCN1C(=O)C2C(C(=O)NCc3ccccc3)C3(C)C=CC2(O3)C1C(=O)NC(C)(C)C (stereo unspecified),-71,-3.0,1.5,2,-4,-0.2,3.1,1,18,2,·
N#CCCCCn1c(-c2cncs2)nc2ccccc21,-18,-1.4,2.7,6,7,2.0,-1.6,6,9,-6,97
Cc1noc(C)c1CSCC(=O)N(C)CC(=O)Nc1ccccc1Br,·,-0.6,-1.0,9,1,-1.2,0.9,5,4,4,104
C/C(=N\OCC(=O)Nn1c(=O)[nH]c2ccccc2c1=O)c1ccccc1,-5,-1.4,2.1,-19,12,2.0,2.3,-7,8,7,96
COc1ccc(C(=O)Nn2cnnc2)cc1,0,-1.6,2.0,-16,4,5.6,3.4,9,9,2,97
Cc1ccccc1NC(=O)NCc1ccccn1,4,-3.5,2.1,22,0,-0.3,1.1,0,18,-2,111
FC(F)(F)c1cccc(OCC2CNC(=S)O2)c1 (stereo unspecified),10,-0.4,1.9,-5,385,2.2,1.0,5,2,1,94
CCOC(=O)Cc1csc(/N=C/c2c(O)n(-c3ccccc3C(F)(F)F)c(=O)c3ccccc23)n1,·,0.4,2.9,-24,-6,0.4,6.0,-8,-3,4,81
CCn1nc(C(=O)NNC(=O)C(Cc2ccccc2)NC(N)=O)c2ccccc2c1=O (stereo unspecified),-8,-1.8,2.9,-22,1,0.0,3.0,3,9,6,144
Cc1cc(C)n(-c2nc3ccccc3nc2N2CCC(C)CC2)n1,·,7.6,1.1,9,-8,-1.6,5.0,-16,-44,3,95
O=C(Cc1ccc(Cl)cc1)c1c[nH]c(C(=O)NCCCn2ccnc2)c1,-26,-1.2,3.6,12,-5,0.9,2.7,-9,6,3,102
Cc1cccc(C2c3[nH]c4ccccc4c3CCN2C(=O)CN2CCOC2=O)n1 (stereo unspecified),-3,-2.2,1.2,2,-4,-0.4,4.4,-2,11,-1,102
CCn1c(SCCC(C)C)nnc1-c1c[nH]c2ccccc12,-23,2.0,-0.8,-12,-5,1.1,1.6,-7,-12,4,98
O=C(/C=C/c1cnc2ccccc2n1)NC1CCCCCC1,12,-1.9,1.5,20,26,0.4,5.0,-1,11,-8,98
Cc1nn(CC(=O)NCCc2ccc(Cl)cc2)c(=O)c2cccn12,-21,-0.8,3.0,2,-2,-1.7,4.3,-2,4,-4,·
COc1ccc(OCCCC(=O)ON=C(N)c2ccccc2Cl)cc1,-12,0.7,0.6,-8,14,-0.9,-0.8,-5,-3,3,·
Cc1cccc(NC(=S)NCCc2c[nH]c3ccccc23)c1,-5,0.4,1.9,-28,11,0.9,-0.8,1,-2,4,108
CCOc1ccc(C(=O)CSCCC(=O)O)cc1,-15,-0.4,-1.3,2,35,-3.4,2.0,-3,3,-1,93
CCOC(=O)N1CCN(c2c(N3CCN(c4ccc(OC)cc4)CC3)c(=O)c2=O)CC1,-2,-1.8,0.2,-17,1,1.6,3.7,5,11,6,100
COc1ccc2[nH]c3c(c2c1)[C@@H]1CCN2C(=O)CCC[C@H](C3)[C@H]12,·,-0.7,1.1,6,-5,0.1,1.5,4,4,-3,97

In the list so far, these have a thiophene ring, fused or not.
compound,PfHsp90 yeast 2,MOR-DOR ag,AddAB inh,HTR5A inv ag,SUMO Mot1 rescue,E coli growth,phage Ecoli inh,PKA-R1A act,MOR-DOR inv ag,HTR5A ag,Pemphigus Ab inh
OC(CNCc1cccs1)c1ccccc1 (stereo unspecified),-21,-1.1,0.2,14,-9,-1.0,·,-11,5,-4,103
O=C(CSc1nc2scc(-c3ccco3)c2c(=O)n1-c1ccccc1)N1CCOCC1,-17,-1.6,-1.3,-5,9,-0.8,4.2,-2,8,1,102
